# Screening data from PubChem BioAssay.
# GAA glycogen mod: alters human alpha-glucosidase cleavage of glycogen | Potency, µM (top dose mostly 76.4 µM), for the others: top-dose activity change, negative = inhibition, usual class: inhibitors | recombinant GAA, glycogen substrate, Amplex Red glucose oxidase fluorescence | P10253 | 0.38% of 300,000 active;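 also: 0% = full enzyme reaction and -100% = no-enzyme basal signal; the screen sought inhibitors and activators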
#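 Natural-substrate format: glycogen cleavage by 4 nM human enzyme, glucose read by Amplex Red coupling (Ex 573, Em 610 nm). Normalized to enzyme and no-enzyme controls.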
# Tau fluor cs: counter-screen for tau fibril formation inhibitors. tau K18 P301L Alexa594 fluorescence, heparin fibrillization. Potency, µM (titrated, usually from 57.7 µM), for inactives: top-dose activity change, negative = decrease. 0.93% of 280,000 active. AID 1463; also: % is scaled to controls: 0 for no effect and ±100 for the full control effect; nearly all actives have a fitted effect of over 55% in size
#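 Human tau K18 P301L (15 uM unlabeled, 0.24 uM Alexa 594-labeled) in 100 mM sodium acetate pH 7 with 20 uM heparin, 6 hr at 37 C. ThT 30 uM added, 1 hr ambient; Alexa 594 FP and total fluorescence read at 555/632 nm.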
# Epigenetic derep: regulators of epigenetic silencing causing reporter derepression in mouse cells; Potency, µM (series often up to 53.9 µM), for inactives: at the top dose GFP activation, actives largely listed as activators; murine LDR cells, GFP reporter derepression, 30 h; 0.2% of 280,000 active; also: % of control where 0% means no effect; nearly all actives have a fitted effect of over 60% in size
#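 Reporter derepression read as number of fluorescent GFP-positive objects, 20-120 um in size, counted by laser-scanning cytometer. Mouse LDR line with an epigenetically silenced CMV-GFP locus; compound incubation 30 h, 37 C.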
# * hit, by the source's call; ? = inconclusive; & = joins results of further samples; [ ] = another dose, or the depositor's remark. Calls follow the shape of the dose curve; as a rule, active = well fitted curve in the direction sought with a large enough effect; inconclusive = small, poorly fitted or top-dose-only effect, or another doubt; inactive = no such curve, though single readings can be large; an effect the other way counts as inactive or inconclusive. Potency is read from the fitted curve at half-maximal effect. This is a subset (hit frequency here may not be typical).
SMILES | GAA glycogen mod | Tau fluor cs | Epigenetic derep
CCOC(=O)c1ccc(NC(=O)CN(Cc2ccc(C)cc2)S(=O)(=O)c2ccc(C)cc2)cc1 | 6%[76.3 µM] | ? | -0.8%
O=C(C1CCN(S(=O)(=O)c2cccs2)CC1)N1CCN(c2ccccc2F)CC1 | -11%[76.3 µM] | -17% | -1.8%
CCn1c(C(=O)N2CCC(C(=O)NCCCOC)CC2)cc2sccc21 | 10%[76.3 µM] | 4% | 2.2%
Clc1ccc(OCc2nc(-c3ccc(-n4cccc4)cc3)no2)cc1 | 7%[76.3 µM] | 2% | 0.0%
O=C(Nc1cccc(C(F)(F)F)c1)N1CCC(CN2CCCCCC2)CC1 | ? | 0% | 0.0%
COc1ccc(CCNC(=O)CSc2cc(=O)n(C)c3ccccc23)cc1OC | 13%[76.3 µM] | -10% | 2.5%
CCOc1ccc2c(c1)NC(c1ccc(OCC)c(OCC)c1)=NC(c1ccc(F)cc1)=N2 | -11%[76.3 µM] | ? | 1.6%
COc1ccc(Cl)cc1NC(=O)C(C)n1nnc2sc3c(c2c1=O)CCCC3 (centres undefined) | 0%[76.3 µM] | -29% | -2.6%
CCC(C)NC(=O)Cn1ccc2cc(S(=O)(=O)N3CCCCCC3)ccc21 (centres undefined) | -9%[76.3 µM] | -10% | 1.8%
COc1ccccc1NC(=O)CSc1oc(-c2cccs2)nc1S(=O)(=O)c1ccc(C)cc1 | -4%[76.3 µM] | ? | 2.7%
Cc1ccc(C2c3c(-c4ccccc4O)n[nH]c3C(=O)N2CCCO)cc1 (centres undefined) | -4%[76.3 µM] | -29% | 0.8%
CCOC(=O)c1cnc2ccc(OC)cc2c1Nc1ccc(OCc2ccccc2Cl)cc1 | -13%[76.3 µM] | -17% | 0.8%
COc1ccc(N(CC(=O)N2CCN(c3ccc(F)cc3)CC2)S(=O)(=O)c2c(C)noc2C)cc1 | -6%&-12%[76.3 µM] | -26% | -1.2%
COc1ccc(C(=O)Nc2ccc(-c3nc4ccccc4s3)c(Cl)c2)cc1Cl | -5%[76.3 µM] | -21% | 2.9%
CCOc1ccc(OCC)c(NC(=O)c2nnn(CC(=O)Nc3ccc(C)cc3C)c2N)c1 | 14%[76.3 µM] | -22% | -0.8%
CCOC(=O)C1CCN(c2nc3c(S(=O)(=O)c4ccc(C)c(C)c4)nnn3c3ccc(Cl)cc23)CC1 | -9%[76.3 µM] | -23% | 0.8%
FC(F)(F)c1cccc(-c2nnn3c2nc(NC2CCCCC2)c2ccccc23)c1 | -20%[76.3 µM] | ? | -3.2%
COc1ccc(N(CC(=O)NCCc2ccc(C)cc2)S(=O)(=O)c2c(C)nn(C)c2C)cc1 | 15%[76.3 µM] | -3% | 2.4%
CCCCn1nc(NC(=O)c2cccc(Cl)c2)c2cc3ccc(C)cc3nc21 | 12%[76.3 µM] | -14% | 1.9%
O=C(Nc1ccc2oc(-c3cccc4c(Br)cccc34)nc2c1)c1ccc(F)cc1 | -14%[76.3 µM] | -22% | -0.8%
CCOc1ccc(NC(=O)CSc2nccn2Cc2ccco2)cc1 | 5%[76.3 µM] | -11% | 2.8%
O=C(Cn1ncc2c(=O)oc3ccccc3c21)NCc1ccccc1Cl | -1%[76.3 µM] | 9% | 1.4%
Cc1ccc(Cl)cc1Nc1sc(C(=O)c2ccccc2)c(N)c1S(=O)(=O)c1ccccc1 | -4%[76.3 µM] | -6% | 12%
Cc1cccc(Oc2nc3ccccn3c(=O)c2/C=C(\C#N)c2nc3ccccc3s2)c1C | -11%[76.3 µM] | -17% | 0.0%
Cc1ccc(-n2nc(-c3ccc(F)cc3)c3cnc4cc5c(cc4c32)OCO5)cc1C | -6%[76.3 µM] | -1% | 0.5%
COc1ccccc1N1CCN(C(=O)c2ccc(CS(=O)c3ccccc3C)o2)CC1 (centres undefined) | 14%[76.3 µM] | -4% | -0.8%
Cc1cccc(-n2c(SCC(N)=O)nc3c(oc4ccccc43)c2=O)c1 | -9%[76.3 µM] | -9% | 1.4%
O=S(=O)(c1ccc(Cl)cc1)c1nc(-c2ccccc2)oc1N1CCN(c2ccccc2)CC1 | 0%[76.3 µM] | -9% | -1.9%
COc1ccc(C(CC(=O)Nc2ccccn2)N2Cc3ccccc3C2=O)cc1OC (centres undefined) | 5% | -3% | 2.2%
CCCOc1ccc(C(=O)Nc2ccc3oc(-c4ccc(N(C)C)cc4)nc3c2)cc1 | -3%[76.3 µM] | -14% | -1.6%
CCCn1c2ccccc2c2cnn(CC(=O)N(CCCOC(C)C)Cc3ccco3)c(=O)c21 | 0%[76.3 µM] | -1% | -1.2%
COC(=O)c1c(Oc2ccc(C(C)=O)cc2)nnc(-c2ccccc2)c1-c1ccccc1 | 13%[76.3 µM] | -22% | 1.9%
CCN1C(=O)C(O)(c2c(C)[nH]c3ccccc23)c2ccccc21 (centres undefined) | 13%[76.3 µM] | -8% | 3.9%
CCN(CC)c1ccc(CNCCCSc2nnnn2C)cc1 | -12%[76.3 µM] | -11% | 0.0%
COC(=O)c1c(C)sc(-c2c(-c3ccc4c(c3)OCCO4)[nH]c3c2c(=O)n(C)c(=O)n3C)c1O | 0%[76.3 µM] | ? | 8.1%
CCOC(=O)c1c(C)sc(-c2c(-c3cc(C)ccc3C)[nH]c3c2c(=O)[nH]c(=O)n3C)c1O | ? | -29% | -3.2%
CCN(c1ccccc1C)S(=O)(=O)c1nnc(NC(=O)c2ccco2)s1 | -6%&-3%[76.3 µM] | -22% | ?
Cc1ccc(-c2nc(S(=O)(=O)c3ccc(C)cc3)c(N3CCCCC3)o2)cc1 | 10%[76.3 µM] | -4% | -0.8%
O=C(Nc1ccccc1[N+](=O)[O-])c1csnn1 | 10%[76.3 µM] | -7% | -3.2%
COc1ccccc1CCNC(=O)c1cc2c(=O)n3cccc(C)c3nc2n1C | -4%[76.3 µM] | -3% | 0.0%
Cc1cccc(C2=Nc3ccccc3N=C(c3cc(Cl)ccc3O)C2)c1 | 0%[76.3 µM] | ? | -3.3%
Cc1ccc(CNS(=O)(=O)c2ccc3[nH]c4c(c3c2)CCCC4)cc1 | -11%[76.3 µM] | ? | -0.2%
COc1cc(CN(C(=O)c2ccc(OC(C)C)cc2)c2ccccn2)cc(OC)c1OC | -1%[76.3 µM] | -26% | 3.2%
COc1ccc(-n2nc(C(=O)N3CCN(c4ccccc4OC)CC3)c3c4ccccc4n(C)c3c2=O)cc1 | 11%[76.3 µM] | -1% | 3.1%
Clc1cccc(CSc2ccc(-c3cccs3)nn2)c1 | -5%[76.3 µM] | ? | -2.3%
COc1ccc(Oc2nc3c(c(=O)n(Cc4ccccc4Cl)c(=O)n3C)n2C)cc1 | 1%[76.3 µM] | -13% | -1.0%
CC1=C(C(=O)Nc2ccc(C)cc2C)C(CC(C)C)n2nc(SCc3ccccc3C)nc2N1 (centres undefined) | 13%[76.3 µM] | -4% | -1.1%
CC(=O)c1ccc(OC(=O)c2c(-c3ccccc3Cl)noc2C)cc1 | -6%[76.3 µM] | -22% | -0.5%
COc1cccc(Oc2nc3c(c(=O)n(Cc4ccccc4Cl)c(=O)n3C)n2C)c1 | 13%[76.3 µM] | -17% | 4.8%
CCN1C(=O)C(Cc2nc3ccccc3c(=O)n2-c2ccc(OC)cc2)c2cc(C)ccc21 (centres undefined) | -18%[76.3 µM] | -7% | -1.9%
CCN1CCN(c2cc3c(cc2F)c(=O)c(S(=O)(=O)c2ccc(OC)cc2)cn3CC)CC1 | 15%[76.3 µM] | -8% | -1.2%
COc1cc(C2NC(=O)N(C)C3=C2C(=O)N(c2ccccc2)C3)ccc1O (centres undefined) | ? | -6% | ?
CCCCCc1ccc(-c2ccc(Br)cc2)nc1 | -7%[76.3 µM] | -6% | 0.0%
CNC(=O)Cn1c(=O)c2cccn2c2ccc(F)cc21 | -8%[76.3 µM] | 1% | 0.0%
CCOC(=O)N1CCc2c(sc3c2c(=O)n(CCc2ccccc2)c(=O)n3Cc2ccc(F)cc2)C1 | -10%[76.3 µM] | -14% | -0.7%
Cc1ccc(NC(=O)COc2ccc(-c3nn(C)c(=O)c4ccccc34)cc2)cc1 | 4%[76.3 µM] | -27% | 0.0%
Cc1ccc(C(C)C)c(OCC(=O)Nc2ccc(-c3nc4ncccc4o3)cc2C)c1 | 15%[76.3 µM] | 0% | 1.9%
CCOc1ccccc1NC(=O)c1ccc2c(Cl)c3c(nc2c1)CCC3 | -12%[76.3 µM] | -8% | -0.8%
CCOc1ccc(NC(=O)c2c(NC(=O)c3ccccc3Br)sc3c2CCC(C)C3)cc1 (centres undefined) | -12%[76.3 µM] | -23% | -1.1%
CCc1ccc(C(=O)COC(=O)C(NC(=O)C2CCC(C)CC2)C(C)C)cc1 (centres undefined) | 13%[76.3 µM] | -7% | 4.2%

# Another view of 5 compounds above.
# Results follow in this order: GAA glycogen mod | Tau fluor cs | Epigenetic derep
COC(=O)c1c(C)sc(-c2c(-c3ccc4c(c3)OCCO4)[nH]c3c2c(=O)n(C)c(=O)n3C)c1O
  0%[76.3 µM] | ? | 8.1%
CCOC(=O)c1c(C)sc(-c2c(-c3cc(C)ccc3C)[nH]c3c2c(=O)[nH]c(=O)n3C)c1O
  ? | -29% | -3.2%
CCN(c1ccccc1C)S(=O)(=O)c1nnc(NC(=O)c2ccco2)s1
  -6%&-3%[76.3 µM] | -22% | ?
Cc1ccc(-c2nc(S(=O)(=O)c3ccc(C)cc3)c(N3CCCCC3)o2)cc1
  10%[76.3 µM] | -4% | -0.8%
O=C(Nc1ccccc1[N+](=O)[O-])c1csnn1
  10%[76.3 µM] | -7% | -3.2%

# (cont.)
SMILES | GAA glycogen mod | Tau fluor cs | Epigenetic derep
CCCCN(CCCC)C(=O)CN(C)S(=O)(=O)c1ccc2c(c1)c(=O)n(C)c(=O)n2C | -11%[76.3 µM] | -11% | 0.0%
CN1C(=O)c2ccccc2Sc2ccc(NC(=O)NCc3ccccc3Br)cc21 | 13%[76.3 µM] | -5% | 0.5%
CCOC(=O)CSc1nc(-c2ccc(C)cc2C)cc(-c2ccccc2)c1C#N | 4%[76.3 µM] | -14% | 3.2%
CCCCCSc1ncnc2c1sc1nc(N3CCOCC3)c3c(c12)CCCC3 | 17%[76.3 µM] | 3% | 1.0%
COc1ccc(Cn2c(C(=O)O)c(CNCc3ccccc3F)c3ccc(OC)cc32)cc1 | -2%[76.3 µM] | -11% | -0.1%
CN(C)CCNC(=O)CCCN1C(=O)c2cccnc2Oc2ccc(Cl)cc21 | 18%[76.3 µM] | 9% | -1.2%
CSc1ccc(-c2nc3ccc(C)cn3c2Nc2ccccc2C)cc1 | ? | -22% | -0.1%
Cc1cccc(N2CCN(S(=O)(=O)c3c(C)nc4scc(C)n4c3=O)CC2)c1C | -12% | -10% | 0.1%
COc1ccc(C2(Nc3cccc(F)c3)C(=O)c3ccccc3C2=O)cc1 | -11%[76.3 µM] | -20% | 4.7%
O=C(/C=C/c1ccccc1)Nc1nc2n(n1)C(c1ccc(Cl)cc1)C=C(c1ccccc1)N2 (centres undefined) | 14%[76.3 µM] | -6% | -3.2%
Cc1ccc(-n2c3c(cc(-c4nc(-c5ccc(Cl)cc5)cs4)c2=O)C(=O)CC(C)(C)C3)cc1 | 10%[76.3 µM] | -2% | -1.8%
CC(=O)N1CCc2cc(S(=O)(=O)CCC(=O)Nc3ccc(C)cc3Br)ccc21 | 13%[76.3 µM] | -4% | 2.3%
CC(=O)N1CCOc2cc(S(=O)(=O)Nc3cccc(C(F)(F)F)c3)c(Cl)cc21 | ? | -16% | 1.4%
CCCn1c(=O)sc2cc(NC(=O)COc3ccc(Cl)cc3)ccc21 | 4%[76.3 µM] | ? | 1.5%
CCOC(=O)c1ccc2c(c1)sc1nc(-c3ccc(OCC)cc3)cn12 | 10%[76.3 µM] | -9% | 0.0%
COc1ccc(N(CC(=O)Nc2cc(Cl)ccc2C)S(=O)(=O)c2c(C)noc2C)cc1 | -18%&-10%[76.3 µM] | ? | 4.6%
COc1ccc(C)cc1NC(=O)C(NS(=O)(=O)c1cccs1)c1ccccc1 (centres undefined) | 6%[76.3 µM] | -20% | -0.9%
CCOc1ccc(-n2c(=O)c3c(C)c(C)sc3n(CC(=O)Nc3ccc(CC)cc3)c2=O)cc1 | 13%[76.3 µM] | -20% | 8.0%
CCN(CC)c1ccc2nc3c(=O)n(C)c(=O)n(C)c3nc2c1 | -10%[76.3 µM] | ? | 13µM*
Cc1ccc2nc(NCc3ccccc3)c3nncn3c2c1 | 10%[76.3 µM] | -3% | 0.0%
Cc1ccc(NC(=O)Cn2cnc3c(oc4ccccc43)c2=O)cc1Cl | 9%[76.3 µM] | ? | 0.8%
CCN(CC)CCCNC(=O)CCCn1c(=O)[nH]c2ccc(Br)cc2c1=O | 1%[76.3 µM] | -10% | -2.1%
Cc1ccc2occ(CC(=O)Nc3c(C)cccc3C)c2c1 | 14%[76.3 µM] | -11% | -1.6%
CCCN(CCC)CCCNC(=O)Cn1ncn2c(cc3sc(CC)cc32)c1=O | -12%[76.3 µM] | 15% | 0.8%
